# PriA SSB inh: inhibitors of Klebsiella pneumoniae PriA binding to SSB C-terminal tail; AlphaScreen SSBct-PriA binding, biotinylated peptide; inhibition, % at 33 µM; 0.6% of 430,000 active; AID 1272365; in the data active = inhibition mostly above about 37%, no sharp cut-off; inactive = mostly below about 20%;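 also: plate controls were negative control peptide for no effect and reference peptide for full effect; strong numbers were not always called active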
# Active calls of the source: *; & = joins results of further samples. Only part of the results is shown; rates above refer to the full screens.
canonical_smiles	PriA SSB inh
Cc1cc(NC(=O)c2ncc(-c3ccccc3)o2)sn1	-9
CC12CCC(C(=O)NCc3ccc(F)cc3)(CC1=O)C2(C)C (configuration not stated)	-5
O=C(NCCc1nc2c(c(C(F)(F)F)n1)CCCC2)Nc1cccs1	-6
COC(=O)c1cc(OC)c(OC)cc1NC(=O)[C@@H](c1ccccc1)N1CCOCC1	-12
Cc1noc(C)c1CC(=O)NCC1CCN(C(=O)c2ccccc2F)CC1	-6
Cc1ccccc1OCC(=O)NC1CCC(Oc2nccnc2C#N)CC1 (configuration not stated)	-6
Cc1c(Cl)cccc1NC(=O)CCc1csc(NC(=O)c2ccc[nH]c2=O)n1	-7
O=C(Nc1nc2cc3c(cc2s1)OCO3)c1ccccc1Br	-9
CCOC(=O)c1c(N/C=C(\C#N)c2nc(-c3cccs3)cs2)sc2c1CCC(C(C)(C)C)C2 (configuration not stated)	10
COC(=O)c1c(NC(=O)/C(C#N)=C/c2ccc(-c3cccc([N+](=O)[O-])c3)o2)sc(C)c1C	-8
CS(=O)(=O)N1CC(C(=O)Nc2ccc(C(N)=O)cc2)C1	19
CCOc1ccc(Oc2c(C=NNC(=O)COc3ccccc3OC)c(C)nn2-c2ccccc2)cc1	1
O=C(NCC1CCN(C(=O)c2cccnc2)CC1)c1ccccc1Br	-1
O=C(NN=Cc1ccc(O)c(Br)c1)c1cc2c(ccc3ccccc32)o1	-13
S=C(NCc1ccccc1)Nc1ccccc1	-7
C=CC(C)(C)OCC(O)CN1CCC(C)CC1 (configuration not stated)	-16
CCc1ccccc1NC(=O)Cn1cnc2c(sc3cccc(F)c32)c1=O	-12
CCOC(=O)c1c(N=Cc2cccc([N+](=O)[O-])c2O)sc2c1CCC2	-4
N=C(N)Sc1c(-c2ccccc2)[nH]c2ccccc12	37*
Cn1nccc1C(=O)N1CCN(c2nc3c(S(C)(=O)=O)cccc3s2)CC1	2
Cc1ccc(C)c(-n2c(C)cc(C=NNC(=O)c3c(C)nc4cc(C)ccn34)c2C)c1	34
OC1(c2ccc(OC(F)F)cc2)CN(c2ccc(Br)cc2)C2=[N+]1CCS2 (configuration not stated)	-5
CCOC(=O)c1cnc2cc(C(F)(F)F)ccc2c1Nc1ccc(OC)c(OC)c1	-1
CCCN1C(=O)C(C)(C)COc2cc(NC(=O)c3cccc(OC)c3OC)ccc21	15
Cc1ccc(-c2csc3ncnc(N4CC(C)OC(C)C4)c23)cc1C (configuration not stated)	-16&-9
Cc1ccc(Cl)cc1NC(=O)C(=O)NCC1CCN(Cc2cccs2)CC1	-10&-5
Cc1cc2cc(CNC(=O)c3cccc(Br)c3)ccc2n1C	-3
O=C1c2ccccc2C(=O)N1CC1CCCN(c2nccs2)C1 (configuration not stated)	-6
C=CCN(CC=C)S(=O)(=O)c1ccc(C(=O)Nc2nc3ccccc3s2)cc1	-12
COc1cn(-c2ccc(F)cc2)nc1C(=O)Nc1ccc(Cl)c(Cl)c1	-25
O=[N+]([O-])c1cccc(S(=O)(=O)n2nnc3ccccc32)c1	-16
COc1ccc(C=NOCC(=O)N2CCCC2)c(OC)c1	-4
O=S(=O)(NCC(O)c1csc2ccccc12)c1cccc2nsnc12 (configuration not stated)	-9
O=C(NN=Cc1ccc[nH]1)c1cncc(Br)c1	-14
COc1ccc(CCS(=O)(=O)NCC2CCN(C(C)C)CC2)cc1	-13&-6
O=C(NCCN1Cc2cc(Cl)ccc2OCC1=O)c1n[nH]c2c1CCCC2	-5
NNc1nc(-c2ccccn2)cs1	130*
Cc1ccc(C=NNC(=O)Cn2ccc(C(F)(F)F)n2)o1	-8
Cc1ccc(NC(=O)c2sccc2S(=O)(=O)N2CCN(c3ccccc3F)CC2)cc1C	-12
CCOc1ccc(Oc2c(C=NNC(=O)C3CC3)c(C)nn2-c2ccccc2)cc1	6
CNS(=O)(=O)c1cccc2cnccc12	3
O=C(NCc1cnn2c1CCCC2)c1ccc(Br)o1	-7
O=C(O)C1CCCN1Cc1c[nH]c2ccccc12 (configuration not stated)	4
Cc1ccc(C(=O)ON=C2CCCc3ccccc32)cc1	-13
CCOc1ccc(-c2csc(-n3nc(C)cc3NC(=O)C3CC3)n2)cc1	-4
NC(=O)c1c(NC(=O)Nc2cccc(Cl)c2)sc2c1CCCC2	-13
NS(=O)(=O)c1ccc(NN=C2CCCCC2C2CCCCC2)c([N+](=O)[O-])c1 (configuration not stated)	40*
CCCCN1C(SCc2cc(C(=O)OC)ccc2OC)=NS(=O)(=O)c2ccccc21	-5
O=C(C1CN(S(=O)(=O)C2CC2)C1)N1CCn2c1nc1ccccc12	-5
CCOC(=O)Cn1c(=NC(=O)c2cc(C)n(CC)n2)sc2cc3c(cc21)OCO3	-4
Cc1cc(C)nc(NN=Cc2ccccc2)n1	-20
COc1ccccc1-c1noc(CCn2nc(-c3cccc(Cl)c3)ccc2=O)n1	-14
COc1ccc(NN=C(C#N)S(=O)(=O)C(C)(C)C)cc1	5
COc1cc(C=NNC(=O)CNC(=O)c2ccc3c(c2)OCCO3)ccc1O	-14
Cc1ccc2sc(NC(=O)c3ccc([N+](=O)[O-])o3)nc2c1C	2
COc1ccc(CNC(=O)C(=O)Nc2cccc(C)c2C)cc1	-9
CCOc1ccc(S(=O)(=O)Nc2cnc(N3CCN(c4ccccn4)CC3)nc2)cc1	1
O=C(Cc1csc(NC(=O)[C@@H]2CCC(=O)N2)n1)NCC1CCCCC1	-1
Cc1nc(NCCNC(=O)Nc2ccc3c(c2)OCO3)cc(-n2ccnc2C)n1	-7
CC1=CC2C=C(C)C(C)C3C(CC(C)C)NC(=O)C23C(=O)C=CC(O)C(O)CC1 (configuration not stated)	-1

# Entries listed so far containing a CF3 group (three):
canonical_smiles	PriA SSB inh
O=C(NCCc1nc2c(c(C(F)(F)F)n1)CCCC2)Nc1cccs1	-6
CCOC(=O)c1cnc2cc(C(F)(F)F)ccc2c1Nc1ccc(OC)c(OC)c1	-1
Cc1ccc(C=NNC(=O)Cn2ccc(C(F)(F)F)n2)o1	-8

# (cont.)
canonical_smiles	PriA SSB inh
COc1ccc(C=c2sc(=CC(=O)c3ccc(C)cc3)[nH]c2=O)cc1OC	17
COc1ccc(N2CCCS2(=O)=O)cc1NC(=O)C(=O)NCCCO	-10
Cc1nc(NC(C)C(=O)O)c2oc3ccccc3c2n1 (configuration not stated)	-10
Clc1nc2ccccc2cc1C=NNc1nc2ccccc2[nH]1	1
CN(C)C[C@H]1CSCCCN1C(=O)c1ccc(Br)o1	-1
COc1ccc(OC)c(C2C(=C(O)c3ccccc3)C(=O)C(=O)N2Cc2ccco2)c1 (configuration not stated)	6
COc1ccc(CCNC(=O)N2CCC(c3nnc(C4CC4)o3)CC2)cc1	6
CCCN1CCC2(CC1)NC(=O)N(CC(=O)Nc1cccc(F)c1)C2=O	-12
COc1cc(C(=O)Nc2nc3c(s2)CCCC3)ncn1	-31
Cc1cc(OC2CN(C(=O)c3cc4ccccc4o3)C2)cc(=O)o1	-11
CCN1C(=O)C2(C(=C(O)c3ccc(S(=O)(=O)N(C)C)cc3)C(=O)C(=O)N2CCN(C)C)c2ccccc21 (configuration not stated)	-6
COC(=O)c1ccc(C(=O)N(/N=C\c2ccc(OC)cc2)c2nc3ccc(F)cc3s2)cc1	-6
O=[N+]([O-])c1cc(Cl)ccc1Nc1ccc(O)cc1	103*
CCCCCCOc1ccc(C2CCC(CCCCC)CC2)cc1 (configuration not stated)	-9&-9
Cc1cccc(S(=O)(=O)NCCNc2ccc(Nc3ccncc3)nn2)c1	-6
COc1ccc(-c2cc(C(F)(F)F)n3nc(C(=O)Nc4cc5c(cc4[N+](=O)[O-])OCCO5)cc3n2)cc1	-4
O=C(Nc1ccccc1C(F)(F)F)C1COCC(=O)N1Cc1cccs1 (configuration not stated)	-6
Nc1nc(SCc2c(F)cccc2Cl)[nH]c(=O)c1NC(=O)c1ccc(Br)o1	-20&3
COC(=O)c1sc2cccc(F)c2c1S(=O)(=O)Nc1cc(Cl)ccc1OC	-1
O=[N+]([O-])c1c(Oc2ccc(Cl)cc2)ccc2nsnc12	2
Cc1cc(S(=O)(=O)Nc2ccc3c(c2)C(=O)N(C)CCO3)ccc1F	-22
C=CCn1c(=NC(=O)c2ccc(S(=O)(=O)N(CC)c3ccccc3)cc2)sc2cc(C(=O)OCC)ccc21	3
CCOC(=O)C(C=Nc1cc(C)nn1-c1ccccc1)=C(C)O	-15
COc1nccnc1OC1CCN(C(=O)C2CCOC2)C1 (configuration not stated)	-4
CN1C(=O)Cc2cc(NS(=O)(=O)C3CCCCC3)ccc21	-11
O=C(Cn1cnc2c(-c3ccccc3)csc2c1=O)Nc1ccc(Oc2ccccc2)cc1	-13
O=C(CNC(=O)c1cccc(F)c1)NN=Cc1ccc([N+](=O)[O-])s1	16
O=C(CSc1ccc(F)cc1)Nc1ccc2c(c1)CCCN2C(=O)c1cccs1	-20
O=c1[nH]c(=O)n(Cc2ccccc2)c(O)c1C=NNCCO	3
O=C(CSc1ccc(-c2ccccn2)nn1)NCc1ccco1	71*
CCOc1cccc2cc(-c3csc(NC(=O)CCCS(=O)(=O)c4ccc(Cl)cc4)n3)oc12	2&4
COc1cc(C(=O)Nc2ccc(-n3c(C)nc4ccccc4c3=O)cc2C)cc(OC)c1OC	-15
O=[N+]([O-])c1ccc(C2N(Cc3ccccc3)CCN2Cc2ccccc2)cc1	2
COc1ccc(/C=N\Nc2nc3ccc(Br)cc3c(-c3ccccc3)c2-c2cc(-c3ccccc3)c3cc(Br)ccc3n2)cc1OC	-10
Cc1cccc(-n2c(CNC(=O)c3ccccc3C(=O)c3ccccc3)nnc2SCC(=O)N2CCc3ccccc32)c1	-15
CC(=NNS(=O)(=O)c1ccc(C(C)(C)C)cc1)c1ccc2c(c1)OCO2	11
O=C(Cn1c2ccccc2c2ncn(Cc3ccccc3)c(=O)c21)NCCc1ccccc1	-12
O=C(CSc1nccc2ccccc12)Nc1ccccc1C(F)(F)F	-13
COc1cc(NS(=O)(=O)c2ccc(NC(=O)c3nc4ccccc4s3)cc2)nc(OC)n1	-6
Cn1c2ccccc2c2ccc(/C=C/c3nc4ccccc4s3)cc21	-17
O=C(Nc1ccc2scnc2c1)C1CCN(S(=O)(=O)c2ccc(Cl)s2)CC1	-4
O=C(c1ccc(NS(=O)(=O)c2cccc(C(F)(F)F)c2)cc1)N1CCCCCC1	14
C/C(=N/Nc1nc(-c2ccccc2)c2cc(Br)ccc2n1)c1nc2ccccc2[nH]1	-9
CN(C)c1ccc(CCCNC(=O)C(=O)NC2CCCC2)cc1	2
Cn1cnnc1S(=O)(=O)C1CCN(C(=O)c2ccc(-c3cccs3)cc2)CC1	-8

# Among those listed so far, three contain a tert-butyl group.
canonical_smiles	PriA SSB inh
CCOC(=O)c1c(N/C=C(\C#N)c2nc(-c3cccs3)cs2)sc2c1CCC(C(C)(C)C)C2 (configuration not stated)	10
COc1ccc(NN=C(C#N)S(=O)(=O)C(C)(C)C)cc1	5
CC(=NNS(=O)(=O)c1ccc(C(C)(C)C)cc1)c1ccc2c(c1)OCO2	11

# (cont.)
canonical_smiles	PriA SSB inh
CC(C)NC(=O)c1ccc(Cn2c(SCC(=O)Nc3ccc(F)cc3)nc3cc4c(cc3c2=O)OCO4)cc1	-3
O=S(=O)(c1ccc(-c2ccc(Cl)cc2)cc1)N1CCCCC1	-12
Cc1ccc(C(=O)NCCOc2cccc(C(F)(F)F)c2)cc1C	-54&-9
O=S(=O)(Nc1cccnc1)c1ccc(Oc2ccccc2Cl)cc1	-15
O=C1N=c2ccccc2=CC1=Cc1sc(=S)n(Cc2ccccc2)c1O	6
O=C(c1ccno1)N1Cc2cnc(N3CCOCC3)nc2C1	8
O=C(CSc1ncnc2ccccc12)Nc1ccc(OC(F)(F)F)cc1	-6
Cc1cccc(C)c1NC(=O)CCCSc1nnnn1-c1ccccc1	-3
CC(=NNC(=O)c1ccccc1O)c1c(O)cc(C)oc1=O	5
CCOC(=O)c1ccc(NC2SC(=O)N(c3ccc(C)c(C)c3)C2=O)cc1 (configuration not stated)	-2
COc1cccc(C(=O)NC[C@@H](c2ccsc2)N2CCOCC2)c1OC	-1
O=C(C1=C(O)C(=O)N(CCCN2CCOCC2)[C@@H]1c1ccccn1)c1ccco1	-18
CCOc1cc(C=NNC(=O)c2ccc(CSc3nncn3C)cc2)ccc1OCC(=O)N1CCOCC1	-17
O=S(=O)(NCCC(O)c1cc2ccccc2o1)c1ccc(C(F)(F)F)cc1 (configuration not stated)	1
O=C(c1cc(=O)c2ccccc2o1)N1CCC(Oc2ncccc2Cl)CC1	5
CCn1ccc(C(=O)Nc2nc3c(C)cc(Cl)cc3s2)n1	-8
COc1ccc(OC)c(C2c3cccn3CCN2S(=O)(=O)c2ccccc2C(F)(F)F)c1 (configuration not stated)	3
O=C(CC(=NO)c1ccccc1O)C(F)F	-7
COC(=O)c1ccccc1C(=O)N(CCCN(C)C)c1nc2c(C)ccc(Cl)c2s1	4
COc1cccc2cc(-c3nnc(NC(=O)c4ccc(S(=O)(=O)N(C)C)cc4)o3)oc12	-25&-15
COc1cc2ncc(C#N)c(N3CCC(C(=O)NCc4ccc(SC)cc4)CC3)c2cc1OC	-1
O=C(N[C@H]1CCN(c2ccc(-c3ccccc3F)nn2)C1)c1cnccn1	-18
Cc1nc(N2CCN(C(=O)c3cc(-c4cccnc4)on3)CC2)cc(C(F)(F)F)n1	-17
O=S(=O)(NN=Cc1ccccc1O)c1ccc(Cl)cc1	-2
CCOC(=O)c1ccc(Nc2ccnc3c(Cl)cccc23)cc1	-20
COc1cc(C=NNC(=O)c2cccc([N+](=O)[O-])c2)cc(OC)c1O	-6

# Source: PubChem BioAssay (Small Molecule Screening Facility, UW Madison)
